Bioassay records (PubChem BioAssay)
TcdB inh: TcdB glycohydrolase inhibitors, primary screen, biochemical, single point, plate reader; inhibition, % at 9.99 µM; TcdB glycohydrolase enzymatic assay; hit rate 0.24% among 350,000; Toxin B (Clostridioides difficile), P18177; AID 652162, 2013; in the data active = inhibition above about 10%
SSB-PriA inh: inhibitors of Klebsiella pneumoniae PriA binding to SSB C-terminal tail, primary screen, biochemical, AlphaScreen; PriA–SSB C-terminal tail interaction (Klebsiella pneumoniae); AlphaScreen SSBct-PriA binding, biotinylated peptide; hit rate 0.6% among 430,000; inhibition, % at 33 µM; in the data active = inhibition mostly above about 37%, no sharp cut-off; inactive = mostly below about 20%;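 note: plate controls were negative control peptide for no effect and reference peptide for full effect; strong numbers were not always called active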
MazF activator: activators of E. coli MazEF toxin-antitoxin RNase, primary screen, biochemical, fluorescence, uHTS | activation, % at 20 µM | AID 504720, 2011 | Endoribonuclease toxin MazF (Escherichia coli (strain K12)), P0AE70 | FAM/BHQ RNA-DNA oligo cleavage fluorescence, 5 h | hit rate 0.32% among 350,000; in the data active = activation above about 50%
Rv3671c protease: Rv3671c serine protease inhibitors, primary screen, biochemical, fluorescence polarization, M. tuberculosis H37Rv. P9WHR9. inhibition, % at 5.96 µM. hit rate 0.048% among 320,000. AID 2606, 2010; in the data active = inhibition above about 38%;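 note: extracellular domain of Rv3671c used as enzyme; 0% = enzyme with DMSO and 100% = no enzyme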
DUSP3 inh: VHR1 phosphatase inhibitors, primary screen, biochemical, absorbance, uHTS; Dual specificity protein phosphatase 3 (Homo sapiens), P51452; recombinant VHR phosphatase, pNPP absorbance; inhibition, % at 13.3 µM; hit rate 0.52% among 290,000; in the data active = inhibition above about 50%; note: some compounds called inactive have numbers as strong as hits
3CLpro inhibitor: SARS-CoV 3CLpro protease inhibitors, primary screen, biochemical, quenched FRET; Replicase polyprotein 1ab (Severe acute respiratory syndrome coronavirus), P0C6X7; AID 1706, 2009; hit rate 0.14% among 290,000; recombinant SARS-CoV 3CLpro, quenched FRET peptide cleavage; inhibition, % at 6 µM; in the data active = inhibition above about 12%
Yp Topo-I inh: Yersinia pestis topoisomerase I inhibitors, primary screen, biochemical, cleavage product accumulation, plate reader, single point; DNA topoisomerase I (Yersinia pestis CO92); Y. pestis Topo-I cleavage product accumulation; activity, % at 10 µM; hit rate 0.064% among 360,000; in the data active = activity above about 50%, passing the limit was not always enough; note: inactives centre near 2
PrPC surface inh: inhibitors of human cell surface prion protein PrPC, primary screen, cell-based, TR-FRET; Major prion protein (Homo sapiens), P04156; TR-FRET read-out; inhibition, % at 13.8 µM; hit rate 0.43% among 370,000; AID 720596, 2013; in the data active = inhibition above about 24%; note: 0% = median of the test wells and 100% = reference compound wells
BH1578 lux ind: inducers of Vibrio cholerae quorum light production without autoinducers, primary screen, BH1578 luxS cqsA deficient, single point; V. cholerae BH1578 lux reporter, luminescence, 6 h; activation, % at 18.7 µM; hit rate 0.16% among 350,000; in the data active = activation mostly above about 9.7%, no sharp cut-off; note: not every result past the cut was called active; inactives centre near 0; reference of the scale not given here
CCHFV vOTU inh: CCHFV vOTU protease inhibitors, primary screen, biochemical, Pep-AMC substrate, fluorescence; Crimean-Congo hemorrhagic fever virus L polyprotein viral ovarian tumor (vOTU) protease …; inhibition, % at 11.5 µM; hit rate 0.55% among 370,000; AID 651958, 2012; in the data active = inhibition above about 30%; note: 0% = vehicle wells with enzyme and 100% = no enzyme wells
* = called active by the depositor; i = inactive; . = not tested or not shown; + = active, no number; & = joins results of further samples. These rows are one share of the data; the hit share may differ from the screen's.

Compound	3CLpro inhibitor	TcdB inh	DUSP3 inh	MazF activator	Rv3671c protease	Yp Topo-I inh	PrPC surface inh	CCHFV vOTU inh	SSB-PriA inh	BH1578 lux ind
CC(C)(C)CC(=O)NCCc1csc(-c2ccccc2)n1	-0.8	1.1	12.7	3.4	3.1	6.6	5.5	-2.4	8.9	-0.6
COc1ccc(/C=C(\NC(=O)c2cccs2)C(=O)NN)cc1OC	-0.1	-3.7	52.0*	6.1	.	-7.4	-3.1	2.5	4.7	-0.9
O=C1CNC(=O)N1c1ccc(Cl)cc1	-2.0	-0.2	6.0	5.8	-4.6	-8.7	4.5	-5.6	3.2	i
Cc1cccc(N(Cc2cc3ccccc3[nH]c2=O)C(=O)c2ccco2)c1C	.	.	9.5	8.1	3.5	8.8	-0.7	10.9	-5.5	i
CC(=O)NCCNC(=O)C1Cc2c(-c3ccccc3Oc3ccccc3)ccnc2O1 (stereo not given)	.	3.9	.	.	.	21.6	9.8	-7.8	.	i
CC1(C)CC(N=C2C([N+](=O)[O-])=CC=C3C2=NC2(CCCCC2)N3O)CC(C)(C)N1	3.8	-0.2	1.5	5.3	-1.0	-24.2	-34.1	-4.5	6.2	-0.6
CCOc1ccc(NC(=S)NCc2ccc3[nH]c(C)cc3c2)cc1	2.7	0.7	-17.0	25.9	-2.6	-0.1	10.5	-3.9	4.0	-0.2
CSc1nnc(SCC2=NNC(=O)SC2)s1	2.4	.	-0.9	1.1	-9.8	-0.7	-2.3	-12.9	6.5	-0.3
O=C(COC(=O)c1ccccc1S(=O)(=O)N1CCCCC1)NCC(F)(F)F	6.2	.	6.7	4.9	1.9	-0.1	4.2	0.1	-6.9	i
O=C(CSc1ncnc2c1oc1ccccc12)Nc1ccc2c(c1)OCCO2	4.7	.	.	5.8	1.2	-4.3	0.7	4.5	1.5	-2.1
O=C(NCc1cccnc1)c1ccccc1Br	-4.5	.	9.6	7.8	-3.8	-2.8	-0.6	0.4	1.9	-5.4
CCOC(=O)N1CCC(NC(=O)CSCc2nc(-c3ccc(OCC)cc3)oc2C)CC1	4.4	-1.5	-0.7	-5.6	-8.5	17.0	-1.0	3.9	9.5	-0.7
CC(=O)NC(Cc1ccc(F)c(F)c1)C(=O)NC1CCN(C(=O)c2ccc(C)cc2)CC1 (stereo not given)	7.2	-1.0	7.8	1.7	-3.9	-1.3	2.5	-13.5	-0.5	-0.2
O=C(NCCNCCO)C1(C(F)(F)F)C/C(=C\Cc2ccccc2)CCCO1 (stereo not given)	.	1.0	.	-2.0	-1.7	-12.6	-0.5	-10.3	-8.2	i
Cc1ccc(NC(=O)c2cc(C)no2)cc1	1.7	1.2	-11.0	-3.8	-1.5	1.6	3.2	-2.0	-2.0	-18.3
Cc1cccc(NS(=O)(=O)c2cc(C(=O)NCc3ccccn3)ccc2C)c1	0.2	1.3	-0.2	1.7	.	3.9	18.8	-7.5	0.6	-0.3
Cc1ccc(S(=O)(=O)NC(C(=O)N2CCOCCOCCOCCOCC2)C(C)C)cc1 (stereo not given)	-4.9	0.2	7.4	0.1	-9.8	-7.2	-5.0	-11.8	-14.0	-0.4
COc1ccccc1-c1nnc(SCC(=O)N2CCOCC2)o1	0.9	-9.2	11.4	-1.2	1.6	3.7	9.9	16.5	-1.9	-0.2
O=C(C1CCCCC1)N1CCC(n2nnc3ccccc32)CC1	-2.3	.	26.8	2.4	3.1	-2.5	-4.3	-17.4	-2.3	-5.0
CCCN(CC#CCO)CCC	-1.3	.	4.4	3.6	4.3	-4.1	-5.7	6.8	-4.9	i
CCOc1ccc(C(CC(=O)O)NC(=O)C23CC4CC(CC(C4)C2)C3)cc1OC (stereo not given)	5.7	12.9*	28.3	0.8	-10.8	0.1	0.2	-13.6	-7.2	i
CC(Sc1nccn1C)C(=O)Nc1ccc(C(N)=O)cc1 (stereo not given)	.	2.1	.	3.9	1.8	0.6	8.0	3.4	-15.0	i
CCc1ccc(NC(=O)[C@H](C)NC(=O)C2CCN(C(=O)[C@@H](N)CC(C)C)CC2)cc1	2.2	0.4	8.6	-1.3	-4.6	0.6	-0.4	0.9	-9.9	i
COc1ccccc1CN1CCNC(=O)C1CC(=O)NCCCn1cccn1 (stereo not given)	-1.1	-1.2	8.4	-1.1	-0.1	-1.7	-0.3	-1.4	6.0	3.3
Cn1c(CC(=O)NCCO)c(Sc2ccccc2)c2ccccc21	1.8	.	20.9	-0.2	-3.9	-4.6	-1.2	-15.0	6.9	-1.0
Cc1cc(NC(=O)CSc2nc3cc(Cl)ccc3o2)no1	-3.5	1.1	1.8	7.8	0.1	-4.3	3.0	9.3	-5.6	-0.2
CCCS(=O)(=O)N1CCN(Cc2ccncc2)CC1	-2.5	0.8	6.7	-1.5	-3.3	8.1	-1.2	8.0	-8.8	i
O=C(NNC(=O)c1csc(-c2ccccc2)n1)c1ccccc1	.	-2.6	.	.	.	0.4	10.4	8.0	.	-0.4
COc1ccc(/C=N/NC(=O)CNc2ccc(Br)cc2)c(C(=O)O)c1OC	-1.6	-1.5	22.7	3.4	2.7	-3.0	12.7	9.2	.	-0.8
NC(=O)c1csc(CCNC(=O)c2ccccc2)n1	.	-0.1	.	4.8	.	11.1	1.1	4.9	.	-5.9
COc1cc(OC)cc(C(=O)N[C@H](C(=O)OCC(=O)c2ccc(F)cc2)C(C)C)c1	-3.7	-0.4	30.1	5.5	-4.7	33.9	2.5	19.6	0.5	-0.4
COc1ccc(/C(O)=C2\C(=O)C(=O)N(c3cc(C)on3)C2c2ccccc2OC)cc1C (stereo not given)	-5.4	.	8.2	-11.8	2.7	6.9	4.5	17.2	.	i
COc1cccc(C(=O)OC(C)CN2CCCC2)c1 (stereo not given)	-1.0	.	29.9	0.3	-2.2	1.4	-4.5	0.3	-14.8	i
Cc1ccc(C)c(-n2nnc3ccccc3c2=O)c1	.	0.5	.	2.1	.	3.1	-7.1	2.8	.	i
CCOC(=O)c1cc(-c2ccc(OC)cc2)nc2c1c(C)nn2CCC#N	0.9	.	-1.7	-8.1	-1.2	23.6	-2.3	-20.6	-53.8	i
CC1=CC(C)[C@H](/C=N/n2c(=O)[nH]c3c([nH]c4ccc(C)cc43)c2=O)C(C)C1 (stereo not given in full)	-3.4	2.4	-5.3	-0.3	6.0	5.4	-5.8	-26.4	.	i
CCOc1cc(C(=O)Nc2cc(F)ccc2C)ccc1OCC(=O)N1CCOCC1	.	1.0	.	-8.8	-4.9	-2.2	-6.1	1.1	-1.2	-0.6
O=C(NCC(F)(F)F)N1CCOCC1	-0.3	.	33.3	1.0	-8.8	7.6	5.5	3.1	-13.0	-0.7
O=C(CN1CCN(c2ccccc2)CC1)Nc1ccccc1C(=O)NCCc1ccccc1	.	-0.7	.	2.5	.	3.2	-9.0	-6.0	.	-0.6
Cc1cc(C(=O)N2CCN(S(=O)(=O)c3ccccc3F)CC2)c(C)o1	-4.1	-1.3	13.9	-0.3	-3.0	6.9	8.0	-3.3	-5.7	-0.5

Overlap with the part before: 2 entries, followed by the next part.
Compound	3CLpro inhibitor	TcdB inh	DUSP3 inh	MazF activator	Rv3671c protease	Yp Topo-I inh	PrPC surface inh	CCHFV vOTU inh	SSB-PriA inh	BH1578 lux ind
O=C(CN1CCN(c2ccccc2)CC1)Nc1ccccc1C(=O)NCCc1ccccc1	.	-0.7	.	2.5	.	3.2	-9.0	-6.0	.	-0.6
Cc1cc(C(=O)N2CCN(S(=O)(=O)c3ccccc3F)CC2)c(C)o1	-4.1	-1.3	13.9	-0.3	-3.0	6.9	8.0	-3.3	-5.7	-0.5
CCC(=O)Nc1nnc(SCc2ccccc2F)s1	-0.1	-1.8	27.0	-5.4	-3.0	-5.5	2.1	-3.6	-6.2	-0.5
O=C(Cc1nc(-c2ccc([N+](=O)[O-])cc2)cs1)Nc1ccccc1	1.1	3.1	-4.2	-4.2	-13.1	-2.2	-18.6	29.1	2.9	0.7
Cc1cc(C)cc(N(C(C)C(=O)Nc2c(C)n(C)n(-c3ccccc3)c2=O)S(C)(=O)=O)c1 (stereo not given)	1.0	.	-23.9	9.9	-3.6	-1.9	4.1	6.5	3.4	i
Oc1c(C=NCc2ccccc2)sc2ccccc12	1.0	2.2	13.9	5.0	7.3	-14.7	-4.6	-0.2	20.3	-0.3
C/C(=N\NC(=O)OC(C)(C)C)c1ccc[nH]1	1.5	1.1	16.7	2.6	2.7	-10.9	-2.9	-0.3	.	-0.4
CS(=O)(=O)Nc1ccc(OCc2ccccc2)cc1	0.7	.	-1.8	-4.1	1.0	2.8	4.5	2.5	-4.0	-0.2
Cc1c(NC(=O)Cn2nc(C(=O)O)c3ccccc3c2=O)c(=O)n(-c2ccccc2)n1C	-0.5	.	-5.0	7.4	-6.2	5.3	-5.3	4.7	0.0	0.1
COc1ccc(OCC(=O)OCC(=O)N2CC(=O)Nc3ccccc32)cc1	-1.9	2.1	10.1	4.0	5.5	6.5	-2.4	-2.3	0.8	i
COCCCNC(=O)c1cc2c(=O)n3cccc(C)c3nc2s1	-1.7	0.8	5.9	0.5	-6.4	2.4	1.8	-50.6	-2.5	i
c1ccn(-c2ccc(-c3ccn[nH]3)cc2)c1	1.5	2.3	16.6	+	-3.3	17.2	-2.1	-5.8	27.1	-0.4
O=C(Nc1ccc2c(c1)OCCO2)c1c(F)c(F)c(F)c(F)c1F	-2.8	.	4.8	11.7	-12.6	-3.2	-0.1	-0.6	-6.8	-0.2
Cc1ccc(C(=O)CCNc2ccc(Cl)cc2)o1	4.6	.	-25.3	-1.5	0.7	2.0	5.7	-5.8	1.1	i
Cc1c(C(=O)O)c(C(=O)O)c2n1CCS2	2.6	0.1	-9.2	9.8	-8.5	-5.3	6.7	3.0	-0.8	0.5
O=S(=O)(c1ccc(Br)c2ccccc12)N1CCCC1	10.8	1.9	6.5	-0.8	1.4	25.9	-2.3	-8.9	-16.5	9.2
Cc1ccc(C(=O)N/C(=C/c2cccs2)C(=O)N2CCCCC2)cc1	-0.3	-1.7	4.0	-3.3	5.0	-5.2	-2.7	-8.4	-2.2	-0.3
CCCN(CC(=O)Nc1ccccc1C)C(=O)/C=C/c1ccc(OC)c(OC)c1	.	-0.1	.	6.4	.	8.5	-13.3	27.2	.	-0.8
COc1ccccc1NC(=O)COC(=O)C12CC3CC(CC(Cl)(C3)C1)C2	0.3	1.1	20.8	-6.0	-8.2	41.0	4.2	-3.5	-19.4	4.2
OC(c1ccccc1)(c1nc(-c2cccc(C(F)(F)F)c2)cs1)C(F)(F)F (stereo not given)	.	1.7	.	.	.	-7.6	2.5	24.5	.	i
CCOc1ccc(N2C(=O)C3ON(c4ccccc4)C(c4ccco4)C3C2=O)cc1 (stereo not given)	-2.9	1.0	-24.1	-12.2	-1.4	-0.7	8.3	9.9	-1.1	0.4
C[C@@H]1CN([C@@H](C)CO)C(=O)CCCn2nncc2CO[C@H]1CN(C)S(=O)(=O)c1ccc(Oc2ccccc2)cc1	.	-0.6&-3.9	.	3.8	.	35.3	4.0	5.5	.	i
